# TRPC6 act – activators of mouse TRPC6 channel; 0.13% of 310,000 active; HEK293-TRPC6 membrane potential dye fluorescence; stronger effect = higher value; B-score at 10 µM; AID 2550;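 active = B-score of the integrated fluorescence ratio above library mean plus 3 SD, and starting fluorescence ratio within library mean plus 5 SD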;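 note: higher score means more depolarization so channel activation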
# MrgX1 ag – agonists of human MrgX1 receptor; MrgX1-HEK293 cells, Fluo-4 calcium fluorescence, agonist mode; stronger effect = higher value; B-score at 10 µM; 0.44% of 310,000 active;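 active = calcium response B-score plate-corrected fluorescence ratio at least 3 library SD, with starting fluorescence B-score inside 5 SD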
# Target sequence (Q96LB2 whole entry, looked up): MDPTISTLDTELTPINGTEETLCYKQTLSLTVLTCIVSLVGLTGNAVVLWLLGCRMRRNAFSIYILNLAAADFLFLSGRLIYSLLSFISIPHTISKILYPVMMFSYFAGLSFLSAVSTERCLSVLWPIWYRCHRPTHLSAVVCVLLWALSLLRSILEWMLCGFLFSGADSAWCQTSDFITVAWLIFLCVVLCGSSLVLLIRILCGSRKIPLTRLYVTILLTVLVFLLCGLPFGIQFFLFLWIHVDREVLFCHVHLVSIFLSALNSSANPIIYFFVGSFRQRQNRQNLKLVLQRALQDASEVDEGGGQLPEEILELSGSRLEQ
#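 Test system: HEK293 cells stably expressing human MrgX1 receptor; amount: 15,000 cells per well; doses: compound delivered in addition one of three; times: overnight plating before 1 h dye loading; detection: Fluo-4 NW calcium-flux fluorescence, kinetic read; read-out basis: B-scored fluorescence response ratio; controls: positive and negative controls per plate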
# TMEM16A inh – blocks the mouse calcium-activated chloride channel TMEM16A | normalized B-score (activity score, 25-100; higher = stronger inhibition) at 10 µM | AID 588511 | 1.2% of 310,000 active | HEK293 TMEM16A/YFP iodide influx fluorescence, ionomycin;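 active = ratio plate-corrected score three or more library SD toward inhibition, starting fluorescence score within five deviations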;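 note: score derived from kinetic fluorescence span divided by baseline fluorescence per well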
# MrgX1 allo act – allosterically activates human MrgX1 receptor signaling; 0.63% of 310,000 active; AID 588675; B-score at 10 µM; Q96LB2; MrgX1-HEK293, Fluo-4 calcium flux, FDSS; stronger effect = higher value;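 active = plate-corrected calcium response at least 3 library SD above typical, normal starting fluorescence, not activating the receptor alone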;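 note: compound read alongside a low EC10 to EC30 dose of BAM8-22 agonist; peak minus trough fluorescence over baseline measured at the second addition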
# TRPC6 inh – mouse TRPC6 channel inhibition. Q61143. HEK293-TRPC6, membrane potential dye, ACh-evoked depolarization; stronger effect = lower value. B-score at 10 µM. 1.1% of 310,000 active. AID 2553;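 active = B-score under library mean minus 3 SD, initial fluorescence not abnormally high, positive integrated signal ratio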;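 note: B-score derived from integrated fluorescence ratio over the kinetic read; more negative B-score means stronger inhibition of depolarization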
# RGS4 act – potentiators or activators of RGS4 | HEK293 M3R/inducible RGS4, carbachol calcium flux Fluo4; stronger effect = lower value | AID 463111 | 0.92% of 310,000 active | B-score at 10 µM;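 active = B-score of the integrated calcium signal more than 4 SD below the library mean, with starting fluorescence not abnormally high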;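 note: negative B-score means reduced calcium response which marks RGS4 activation or potentiation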
#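 Assay system: HEK293 FlpIn-TREx cells, stable M3R, doxycycline-inducible RGS4 / Probe or stimulus: carbachol, ECmax concentration / Times: overnight RGS4 induction, 30 min dye load 37 °C, 20 min compound RT / Signal: kinetic calcium fluorescence imaging with Fluo4-AM dye, 2 µM / Measure: Agonist-evoked peak-minus-minimum fluorescence over baseline, integrated ratio, B score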
# HDAC3 inh – human HDAC3 inhibition; O15379; recombinant HDAC3, fluorogenic peptide/trypsin coupled, fluorescence; inhibition, % at 8.3 µM; 0.15% of 320,000 active; AID 2718; in the data active = inhibition above about 26%, passing the limit was not always enough; inconclusive = no clear call, values can overlap the other calls
# Target sequence (O15379 whole entry, looked up): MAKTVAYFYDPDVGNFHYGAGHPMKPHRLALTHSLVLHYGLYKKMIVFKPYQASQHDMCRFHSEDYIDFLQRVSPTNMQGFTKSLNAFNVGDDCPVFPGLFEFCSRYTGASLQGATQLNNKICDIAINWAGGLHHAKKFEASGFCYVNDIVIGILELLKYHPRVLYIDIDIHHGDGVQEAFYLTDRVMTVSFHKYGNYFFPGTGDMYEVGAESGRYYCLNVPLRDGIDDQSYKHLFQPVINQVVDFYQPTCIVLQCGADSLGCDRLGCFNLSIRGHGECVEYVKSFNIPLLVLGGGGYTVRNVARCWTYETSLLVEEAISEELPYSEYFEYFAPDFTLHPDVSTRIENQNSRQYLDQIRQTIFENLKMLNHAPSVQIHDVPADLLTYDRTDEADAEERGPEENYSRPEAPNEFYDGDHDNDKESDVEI
# SKKanGAS inh – SKKanGAS growth inhibition. 1.3% of 300,000 active. inhibition, % at 7.5 µM. S. pyogenes SKKanGAS, kanamycin growth, BacTiter-Glo, 6 h;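 active = mean replicate score, as percent of positive control median, at least 50; inconclusive = mean below 50 but one replicate at or above 50; inactive = mean and every replicate below 50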;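 note: strain carries kanamycin resistance gene driven by streptokinase promoter and grows in 40 µg/ml kanamycin; loss of luminescence reflects streptokinase promoter inhibition or plain growth inhibition; 0% = median of DMSO wells and 100% = positive control at its reference dose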
# RGS4 block – inhibitors of human RGS4; HEK293 M3R/RGS4 inducible, Fluo-4 calcium flux; stronger effect = higher value; triggered by carbachol at its EC20; B-score at 10 µM; 0.45% of 310,000 active; AID 463165;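 active = B-score, a plate-corrected calcium signal, over three deviations above library mean, with baseline fluorescence within five deviations of library mean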;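 note: RGS4 expression induced by doxycycline in cells with stable M3 receptor; B-score is computed from the integrated fluorescence ratio over baseline after carbachol; higher B-score means a larger calcium signal and so more RGS4 inhibition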
# Target sequence (P49798 whole entry, looked up): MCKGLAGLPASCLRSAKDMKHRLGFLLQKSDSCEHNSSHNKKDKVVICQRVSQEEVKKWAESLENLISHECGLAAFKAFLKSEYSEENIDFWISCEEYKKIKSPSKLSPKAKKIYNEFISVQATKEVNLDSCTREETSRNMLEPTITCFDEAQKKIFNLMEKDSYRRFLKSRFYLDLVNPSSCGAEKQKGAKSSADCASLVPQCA
# TMEM16A act – mouse TMEM16A channel activation, primary screen; 0.3% of 340,000 active; Q8BHY3; B-score at 10 µM; HEK293 TMEM16A/YFP-H148Q/I152L, iodide quench fluorescence; stronger effect = lower value;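 active = fluorescence-ratio B-score plate-corrected deviation score at least 3 library SD below zero, with starting fluorescence score within 5 deviations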;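 note: channel opened by trigger with iodide after compound preincubation; score built on the fluorescence ratio of max minus min over baseline; more negative score means more quench and so TMEM16A activation or potentiation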
# MrgX1 antag – human MrgX1 receptor antagonism, primary screen; 1.3% of 310,000 active; MRGX1-HEK293 calcium flux, Fluo-4, BAM8-22 antagonism; stronger effect = lower value; Q96LB2; B-score at 10 µM;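 active = calcium-response B-score plate-corrected more than 3 library SD below zero, starting fluorescence within 5 deviations, no agonist response on first addition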;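 note: peak minus trough fluorescence over baseline after final BAM8-22 challenge near maximal dose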
# * hit, by the source's call; i = inactive; ? = inconclusive; · = not tested or not shown. The order is random. Share with any hit: about 6.7%.
# Each structure is followed by: SKKanGAS inh, TRPC6 inh, TMEM16A inh, MrgX1 antag, MrgX1 allo act, RGS4 block, TRPC6 act, HDAC3 inh, TMEM16A act, RGS4 act, MrgX1 ag
NC(=O)CN1CCN(C(=O)Nc2ccccc2)CC1
    -3, i, i, i, i, i, i, -5, i, i, i
Cc1cc(C)c2c(=O)[nH]c(SCC(=O)Nc3ccc(Br)cc3)nc2n1
    30, i, i, i, i, i, i, 0, i, i, i
C#CCn1cc(C=C2C(=O)c3ccccc3C2=O)c2ccccc21
    -7, i, ·, ·, ·, i, i, ·, i, i, ·
C#CCn1ccc(O)c(Cc2ccccc2)c1=O
    -1, i, i, i, i, i, i, -7, i, i, i
CSc1ccc(/C=N/NC(=O)c2ccc(O)cc2)cc1
    4, i, i, i, i, i, i, 10, i, i, i
CN(C)c1ccc(/C=N/n2c(-c3ccccc3Br)n[nH]c2=S)cc1
    5, i, i, i, i, i, i, 17, i, -12*, i
CCc1noc(C)c1C(=O)N1CCSC1=Nc1cccc(Cl)c1C
    23, i, i, i, i, i, i, 7, i, i, i
Cc1ccc(-n2nnnc2SCC(=O)Nc2ccc3c(c2)OCCO3)cc1C
    5, i, i, i, i, i, i, 5, i, i, i
Cc1cccc(C(=O)Nc2cccc(C(=O)N/N=C/c3ccc4c(c3)OCO4)c2)c1
    8, i, i, i, i, i, i, 9, i, i, i
CCOc1ccc(S(=O)(=O)N(C)CC(=O)N2CCCC2)cc1
    -5, i, i, i, i, i, i, 13, i, i, i
CC(=O)Nc1ccc(S(=O)(=O)NCC(=O)NNC(=O)c2csc(N3CCOCC3)n2)cc1
    8, i, i, i, i, i, i, -8, i, i, i
CSc1nnc2n(Cc3ccccc3)c(=O)c3c4c(sc3n12)COC(C(C)C)C4 (stereo not drawn)
    0, i, i, i, i, i, i, 1, ·, i, i
CCn1c(SCC(=O)NCc2ccc(F)cc2)nc2c(c1=O)SC(C)C2 (stereo not drawn)
    -1, i, i, i, i, i, i, 7, i, i, i
O=C(NNc1ccccn1)C(=O)NNS(=O)(=O)c1ccc(Cl)cc1
    2, i, i, i, i, i, i, -5, i, i, i
CN(Cc1ccccc1)C(=O)c1ccccc1-c1ccccc1
    3, i, i, i, i, i, i, -1, i, i, i
N=Nc1c(O)n(CC(=O)Nc2ccccc2)c2ccccc12
    -2, i, i, i, i, i, i, 0, i, i, i
Cc1nn(-c2ccccc2)c(Cl)c1/C=C/C(=O)c1ccc(O)cc1
    23, i, i, i, i, i, i, -1, i, i, i
Clc1ccc(-c2nnc(-c3ccc(Br)cc3)c(N3CCSCC3)n2)cc1
    5, i, i, i, i, i, i, 13, i, i, i
O=C(NCc1ccc(Cl)cc1)C1CCN(C(=O)Cc2ccccc2)CC1
    8, i, i, i, i, i, i, 4, i, i, i
COn1c2c(c3c4nonc4ccc31)CCCC2
    6, i, i, i, i, i, i, 3, i, i, i
O=C(c1ccc(Cl)cc1)C1C2C(=O)N(c3ccccc3)C(=O)C2C2CCCN21 (stereo not drawn)
    4, i, ·, ·, ·, i, i, ·, i, i, ·
O=C(CSc1nccn1Cc1ccco1)Nc1ccccc1
    1, i, i, i, i, i, i, ·, i, i, i
CC(=O)NS(=O)(=O)c1ccc(N2C(=O)c3ccccc3C2=O)cc1
    -1, i, i, i, i, i, i, 15, i, i, i
O=[N+]([O-])c1ncc(Br)cc1Nc1ccccc1
    8, i, i, i, i, i, i, -1, i, i, i
COc1cccc(OCc2nc3ncc(Br)cc3[nH]2)c1
    -4, i, i, i, i, i, i, -9, i, i, i
CC(CC(C)C(=O)N1CCOCCN(C(=O)C(C)CC(C)C(=O)O)CCOCC1)C(=O)O (stereo not drawn)
    -6, i, i, i, i, i, i, -4, i, i, i
N#Cc1sc2nc(-c3cccs3)cc(-c3ccc(F)cc3)c2c1N
    2, i, i, i, i, i, i, ?, i, i, i
Cc1cccc(NC(=O)C(C)SCc2nc3sc(C)c(C)c3c(=O)[nH]2)n1 (stereo not drawn)
    42, i, i, i, i, i, i, -4, i, i, i
COc1cccc(CN(C(=O)c2ccccc2Cl)C2CCS(=O)(=O)C2)c1 (stereo not drawn)
    1, i, i, i, i, i, i, 4, i, i, i
COCc1nnc(NC(=O)CSc2ccc(C)cc2)s1
    1, i, i, i, i, i, i, -1, i, i, i
Cc1sc2c(c1C)c(=O)n(-c1cccc(C(F)(F)F)c1)c(=O)n2CC(=O)NCc1ccco1
    6, i, i, i, i, i, i, 7, i, i, i
N#Cc1c(N)nc2c(c1-c1ccncc1)CCCCC2
    0, i, i, i, i, i, i, 3, i, i, i
CCOc1ccc(CCNC(=O)COC(=O)Cn2cnc3c2c(=O)n(C)c(=O)n3C)cc1OCC
    -1, i, i, i, i, i, i, 3, i, i, i
O=C(O)/C=C/c1ccc(OCc2cccc(F)c2)cc1
    2, i, i, -5.4*, i, i, i, -9, i, i, i
CCCc1c(C(=O)Nc2ccc(N3CCOCC3)cc2)cnn1-c1ccccc1
    -3, i, i, i, i, i, i, -1, i, i, i
COc1ccc(CCn2c(NN=C3CCCC3)nc3c2c(=O)[nH]c(=O)n3C)cc1
    8, i, i, i, i, i, i, 1, i, i, i
O=C(c1cccc(Cl)c1)C1CCCN(S(=O)(=O)c2ccccc2)C1 (stereo not drawn)
    4, i, i, i, i, i, i, 5, i, i, i
Cc1cccc(OCC(=O)NCCCNC(=O)c2ccco2)c1
    1, i, i, i, i, i, i, -5, i, i, i
Oc1cccc(/C=N/NC(=S)NCCN2CCOCC2)c1O
    3, i, i, i, i, i, i, 5, i, i, i
O=C(NC1CCCCC1)C(c1ccc(F)cc1)N(Cc1ccc2c(c1)OCO2)C(=O)c1cnsn1 (stereo not drawn)
    5, i, i, i, i, i, i, 11, i, i, i
O=S(=O)(N/N=C/c1ccccc1OCc1ccc(Cl)cc1)c1ccccc1
    17, i, i, i, i, i, i, 9, i, i, i
CC12CCC(C(=O)NCc3ccccn3)(OC1=O)C2(C)C (stereo not drawn)
    5, i, i, i, i, i, i, 3, i, i, i
Cc1ccc(C(=O)NC(=S)Nc2ccccc2C(F)(F)F)cc1
    7, i, i, i, i, i, i, 7, i, i, i
CCN(CC1CCCN(CCc2cccc(OC)c2)C1)C(=O)C=C(C)C (stereo not drawn)
    1, i, i, i, i, i, i, -5, i, i, i
COc1cccc(NC(=O)CN2C(=O)c3cccnc3Oc3ccc(Cl)cc32)c1
    5, i, i, i, i, i, i, -5, i, i, i
Cc1ccc(NC(=O)CCNC(=O)c2ccc(Br)cc2)nc1
    3, i, i, i, i, i, i, 5, i, i, i
Cc1cc(NC(=O)c2ccc3nc(-c4ccccc4)c(-c4ccccc4)nc3c2)no1
    18, i, i, i, i, i, i, -4, i, i, i
Cc1ccc(C(=O)c2cn[nH]c2-c2cc(Cl)ccc2O)cc1
    4, i, i, i, 11*, i, i, 2, i, i, i
O=C(NCCCN1CCOCC1)c1ccc(/C=C2\Oc3ccccc3N(Cc3ccccc3F)C2=O)cc1
    14, i, i, i, i, i, i, -47, i, i, i
O=C(Nc1ccc(Cl)cc1F)C1CC1c1ccccc1 (stereo not drawn)
    11, i, i, i, i, i, i, 4, i, i, i
CCOC(=O)Cc1[nH]nc2c1C(Cc1ccccc1)C(C#N)=C(N)O2 (stereo not drawn)
    3, i, i, i, i, i, i, 2, i, i, i
N#Cc1ccc(CN2CCN(C(=O)CC(NC(=O)c3ccccc3)c3ccccc3)CC2)cc1 (stereo not drawn)
    0, i, i, i, i, i, i, -12, i, i, i
COc1ccc(C2C(C(=O)c3ccco3)=C(O)C(=O)N2Cc2cccnc2)cc1OC (stereo not drawn)
    0, i, i, i, i, i, i, 2, i, i, i
CN1CCN(NC(=O)CN2C(=O)/C(=C/c3ccccc3Cl)SC2=S)CC1
    1, -8.3*, i, i, i, i, i, 8, i, i, i
COc1ccc(OC)c(S(=O)(=O)Nc2c(NC3CCCCC3)c3ccccc3oc2=O)c1
    -2, i, i, i, i, i, i, ·, i, i, i
COc1ccccc1C(=O)Nc1ccc2c(c1)n(C)c(=O)n2C
    -4, i, i, i, i, i, i, 3, i, i, i
CCOc1ccc(CN2CCNC(=O)C2CC(=O)NCC2CCOCC2)cc1 (stereo not drawn)
    -7, i, i, i, i, i, i, 3, i, i, i
COc1ccc(/C=C/C(=O)Nc2ccc3c(c2)OCCO3)cc1OC
    -6, i, i, i, i, i, i, 4, i, i, i
O=C(C1CC1)N1CCc2cc(Br)cc(S(=O)(=O)N3CCCCCC3)c21
    -1, i, i, i, 11*, i, i, -4, i, i, i
COc1ccc(NC(=O)CN(C)CC(=O)Nc2ccc(Cl)cc2F)cc1
    -5, i, i, i, i, i, i, 1, i, i, i

# The listing continues:
# Each structure is followed by: SKKanGAS inh, TRPC6 inh, TMEM16A inh, MrgX1 antag, MrgX1 allo act, RGS4 block, TRPC6 act, HDAC3 inh, TMEM16A act, RGS4 act, MrgX1 ag
COc1cccc(C2c3c(oc4ccccc4c3=O)C(=O)N2CCCN(C)C)c1OC (stereo not drawn)
    -12, i, i, i, i, i, i, 8, i, i, i
COc1ccccc1NC(=S)NC(NC(=O)c1ccco1)C(Cl)(Cl)Cl (stereo not drawn)
    3, i, i, i, i, i, i, -1, i, i, i
CCN1C(=O)N[C@@H](CCc2ccccc2)C(C(C)=O)=C1C
    2, i, i, i, i, i, i, -1, i, i, i
Cc1cc(-n2c(C)cc(C(=O)CSc3nnnn3-c3ccc(Cl)cc3)c2C)no1
    -3, i, i, i, i, i, i, ·, i, i, i
O=C(CCc1nnc(-c2ccc3c(c2)OCO3)o1)NCCc1ccccc1F
    1, i, i, i, i, i, i, -12, i, i, i
O=C(OCC1OC(n2cnc3c(N(C(=O)c4ccccc4)C(=O)c4ccccc4)ncnc32)C(O)C1F)c1ccccc1 (stereo not drawn)
    -3, i, i, i, i, i, i, ·, i, i, i
COc1ccc(/C=C2\Sc3ccc(C(=O)NCCN4CCCCCC4)cc3N(C)C2=O)cc1
    20, i, i, i, i, i, i, 2, i, i, i
CC1CCC(NC(=O)CCCCn2c(=O)[nH]c3ccsc3c2=O)CC1 (stereo not drawn)
    2, i, i, i, i, i, i, 1, i, i, i
Cc1cc(-c2ccccc2)n2ncc(C#N)c2n1
    -3, i, i, i, i, i, i, -10, i, i, i
